HT1080NT lethal: qHTS for induction of synthetic lethality in tumor cells producing 2HG: qHTS for the HT-1080-NT fibrosarcoma cell line; HT-1080-NT fibrosarcoma viability, CellTiter-Glo ATP luminescence, 48 h; Potency, µM (top dose mostly 46.1 µM), for the others: at the highest dose activity, negative = less viability, most hits filed as cytotoxic; 360,000 tested, 1.6% active; AID 686970, 2013;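 also: NT is the 2HG producing partner of a matched IDH1 knockdown line; potency is read from the fitted curve at half-maximal effect; 0% = DMSO-treated cells and -100% = media-only wells without cells; nearly all actives have a fitted effect of over 55% in size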
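Viability of the 2HG-overproducing fibrosarcoma line after 48 hours of compound exposure at 37 degrees C was determined by luminescence with CellTiter-Glo, and concentration-effect curves were then fitted and categorized.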
HT1080 IDH1KD tx: qHTS for induction of synthetic lethality in tumor cells producing 2HG: qHTS for the HT-1080-IDH1KD cell line. HT-1080 IDH1 knockdown viability, ATP luminescence, 48 h. Potency, µM (titrated, usually from 46.1 µM), inactives show at the highest dose activity, negative = toxicity, hits mostly cytotoxic. 360,000 tested, 2% active. AID 686971, 2013;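 also: potency is read from the fitted curve at half-maximal effect; 0% = DMSO wells and -100% = cell-free medium wells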
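IDH1KD HT-1080 cells, 750/well, RPMI + 5% FBS; compound pinned after 2 h settling; 48 h, 37 °C; CellTiter-Glo luminescence; % activity normalised to DMSO and no-cell wells; curves fitted, classed by r2 and efficacy.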
MCF10A rereplic: A quantitative high throughput screen for small molecules that induce DNA re-replication in MCF 10a normal breast cells; MCF 10A DNA re-replication, Hoechst nuclear intensity, 48 h; Potency, µM (top dose mostly 46.1 µM), for inactives: top-dose activity, positive = re-replication, usual class: activators; 350,000 tested, 2.9% active; AID 624296, 2012; also: potency is read from the fitted curve at half-maximal effect; % of control where 0% means no effect; nearly all actives have a fitted effect of over 50% in size
ATXN viability: Viability Counterscreen for Primary qHTS for Inhibitors of ATXN expression; S2 cells (HEK-293 line with an ATXN2-luciferase reporter) viability, CellTiter-Fluor protease fluorescence, 24 h; Potency, µM (highest dose often 56.7 µM), hits mostly cytotoxic; 400,000 tested, 0.49% active; AID 651635, 2014; also: potency is read from the fitted curve at half-maximal effect; nearly all actives have a fitted effect of over 40% in size
KB-3-1 cytotox: qHTS assay for MDR1-selective chemotherapeutics: Primary screen using the parental adenocarcinoma cell KB-3-1. KB-3-1 viability, CellTiter-Glo ATP luminescence, 72 h. Potency, µM (highest dose often 46.1 µM), for the others: top-dose activity change, negative = cytotoxic, hits mostly cytotoxic. 400,000 tested, 1.4% active. AID 1347075, 2019; also: potency is read from the fitted curve at half-maximal effect; % is scaled to controls: 0 for no effect and ±100 for the full control effect; nearly all actives have a fitted effect of over 60% in size
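72 h, 37 °C compound treatment of KB-3-1 parental cells; CellTiter-Glo added, 10 min, luminescence read. Data corrected against DMSO-only plates and normalized before curve fitting.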
ATXN2 expr inh: Primary qHTS for Inhibitors of ATXN expression; 360,000 tested, 0.72% active; AID 1745845, 2022; HEK-293 ATXN2-luciferase reporter, luminescence, 24 h; Potency, µM (top dose mostly 57 µM), for inactives: at the top dose activity change, negative = inhibition, hits mostly inhibitors; also: potency is read from the fitted curve at half-maximal effect; % is scaled to controls: 0 for no effect and ±100 for the full control effect; nearly all actives have a fitted effect of over 55% in size
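qHTS (up to 57 uM final) was run with 24 h compound exposure of reporter cells at 37 °C. Each well was multiplexed: SteadyGlo luminescence measured ATXN2-luciferase expression after a fluorogenic Gly-Phe-AFC viability readout (25 uM final).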
KB-V1 MDR tox: qHTS assay for MDR1-selective chemotherapeutics: Primary screen using the drug-selected MDR subline cells KB-V1; KB-V1 MDR cells viability, CellTiter-Glo, 72 h; Potency, µM (highest dose often 46.1 µM), for the others: at the top dose activity change, negative = cytotoxicity, hits mostly cytotoxic; 400,000 tested, 3.4% active; AID 1347076, 2019; also: potency is read from the fitted curve at half-maximal effect; % is scaled to controls: 0 for no effect and ±100 for the full control effect; nearly all actives have a fitted effect of over 60% in size
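In this primary screen, KB-V1 cells overexpressing P-gp are incubated with library compounds (lowest to highest concentration) for 72 h at 37 degrees C before a luminescent ATP viability read.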
SW480 rerep: A quantitative high throughput screen for small molecules that induce DNA re-replication in SW480 colon adenocarcinoma cells. AID 624297, 2012. SW480 DNA re-replication, Hoechst DNA content imaging, 48 h. 340,000 tested, 1.8% active. Potency, µM (highest dose often 46.1 µM), for inactives: at the highest dose re-replication activation, hits mostly activators; also: potency is read from the fitted curve at half-maximal effect; % of control where 0% means no effect; nearly all actives have a fitted effect of over 55% in size
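Readout is total intensity of Hoechst-stained nuclei, excited at 405 nm and collected at 500-530 nm. Compound treatment lasted 48 hr at 37 C in 5% CO2 before staining.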
IL-1B inflam inh: qHTS for Inhibitors of Inflammasome Signaling: IL-1-beta AlphaLISA Primary Screen | THP-1 LPS/ATP IL-1B secretion, AlphaLISA, 16 h; hits give low values | activity change, % at 57.5 µM | 360,000 tested, 4.7% active; in the data active = activity change below about -50%; inconclusive = mostly about -30% to -49%; also: % is scaled to controls: 0 for no effect and ±100 for the full control effect
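THP-1 cells pretreated 1 hr with compounds (up to 57.5 uM final), then stimulated with LPS (250 ng/mL final) plus ATP (1.25 mM final); secreted IL-1B measured by AlphaLISA after 16 hr, decreased signal indicating inhibition.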
* = called active by the depositor; i = inactive; u = inconclusive; x = not tested or not shown; & = joins results of further samples; [ ] = another dose, or the depositor's remark. Unless noted, calls follow the shape of the dose curve; as a rule, active = well fitted curve in the direction sought with a large enough effect; inconclusive = small, poorly fitted or top-dose-only effect, or another doubt; inactive = no such curve, though single readings can be large; an effect the other way counts as inactive or inconclusive.

molecule,HT1080NT lethal,HT1080 IDH1KD tx,MCF10A rereplic,ATXN viability,KB-3-1 cytotox,ATXN2 expr inh,KB-V1 MDR tox,SW480 rerep,IL-1B inflam inh
CC1Cc2ccccc2N1S(=O)(=O)c1ccc(Cl)nc1 (stereo not given),3%,-2%,24%,i,4%,-5%,2%,-11%,0
Cc1cc(N2C(=O)C(O)=C(C(=O)c3ccc(C)o3)C2c2cccs2)no1 (stereo not given),-21%,-26%,7%,i,u,-12%,5.2µM*,u,4
CCOc1ccc(C(=O)Nc2cc(C)on2)cc1,3%,0%,3%,u,0%,10%,u,-1%,-10
CC(=O)N1c2ccc(C)cc2C(c2ccccc2)CC1C (stereo not given),-1%,-12%,u,i,-24%,75%[activator],u,10%,-55*
O=C(/C=C/c1cc(Br)ccc1F)OCC(=O)N1CCOCC1,12%,5%,-3%,i,-11%,-10%,-13%,-4%,-24
O=C(NCc1cccnc1)c1ccc2c(c1)C(=O)N(Cc1ccccc1)C2=O,0%,0%,10%,i,14%,-10%,7%,2%,-13
CC(=O)Nc1nc(C)nc(C)c1C(C)=O,14%,10%,-5%,i,4%,27%,16%,-2%,11
CC1(C)CC(NC(=S)Nc2ccc([N+](=O)[O-])cc2)CC(C)(C)N1,-13%,-8%,-1%,i,21%,-25%,11%,-6%,-24
O=C(c1cc2nc(-c3ccccc3)cc(C(F)(F)F)n2n1)N1CCOCC1,0%[9.24 µM],-7%,1%,i,2%,45%[activator],-8%,3%,0
CCc1ccc(/C=N/NC(=O)c2ccc(OC3CCCC3)cc2)s1,-1%,-28%,10%[9.22 µM],i,u,-3%,u,u,-5
CN(C)S(=O)(=O)c1ccc(NC(=O)c2c(F)cccc2Cl)cc1,3%,2%,22%,i,18%,-2%,0%,3%,-13
CC(C)C1CC(O)(C2(O)CCCCC2)ON1 (stereo not given),10%,5%,u,u,-6%,-2%,-4%,-3%,4
Cc1cccc(C(=O)NCC(=O)OCC(=O)N2CCCCC2)c1,12%,22%,-3%,i,6%,5%,5%,0%,-10
CCOC(=O)c1ccc(-c2c(-c3ccccc3OC)oc3ccccc23)cc1F,0%,6%,u,i,-3%,14%,-30%,4%,37
CCOC(=O)C1CCCN(C(=O)c2ccc(Cn3c(=S)[nH]c4cc(C(=O)OC)ccc4c3=O)cc2)C1 (stereo not given),0%,-25%,16µM*,x,1%,-7%,u,u,-2
CN(CC(=O)N1CCN(c2ccc(F)cc2)CC1)S(=O)(=O)c1ccc2c(c1)c(=O)n(C)c(=O)n2C,2%,-1%,0%,u,2%,x,4%,-3%,28
NS(=O)(=O)c1ccc(NC2=CC(c3ccc(F)cc3)N(c3ccc(S(N)(=O)=O)cc3)C2=O)cc1 (stereo not given),0%,3%,20%,i,-23%,-10%,-3%,-6%,-10
C[C@H](CO)N1C[C@H](C)[C@@H](CN(C)Cc2cccnc2)Oc2ncc(-c3cccc(C#N)c3)cc2C1=O,2%,5%,x,u,1%,7%,-4%,x,-1
CN1c2ccsc2/C(=N/Nc2ccc(F)cc2)CS1(=O)=O,-25%,u,-3%,i,5%,3%[11.3 µM],-1%,0%,23
Cc1ccc(OC(=S)Nc2ccccc2)c(C)c1,-9%,-5%,-190%[0.0737 µM],i,16%,7%,14%,11%,-8

The final 2 records of the part before are carried over, then new ones follow.
molecule,HT1080NT lethal,HT1080 IDH1KD tx,MCF10A rereplic,ATXN viability,KB-3-1 cytotox,ATXN2 expr inh,KB-V1 MDR tox,SW480 rerep,IL-1B inflam inh
CN1c2ccsc2/C(=N/Nc2ccc(F)cc2)CS1(=O)=O,-25%,u,-3%,i,5%,3%[11.3 µM],-1%,0%,23
Cc1ccc(OC(=S)Nc2ccccc2)c(C)c1,-9%,-5%,-190%[0.0737 µM],i,16%,7%,14%,11%,-8
COC(=O)Cc1[nH]nc2c1C(c1c[nH]c3ccccc13)C(C#N)=C(N)O2 (stereo not given),4%,-8%,-1%,i,14%,-8%,-5%,1%,19
CC(C)CC(COCc1ccc(Cl)cc1)N1CCN(C(=O)c2ccc(Cl)cc2Cl)CCC1=O (stereo not given),u,u,u,u,0%,u,-1%,u,0
COc1cc(OC)c(NC(=O)C(C)n2nc(-c3ccc(C)cc3)c3c(c2=O)CCCC3)cc1Cl (stereo not given),x,x,x,u,-26%,-36%,u,x,x
Cc1ccc(S(=O)(=O)N2CCC(C(=O)Nc3nnc(C4CCCC4)s3)CC2)cc1,0%,12%,-6%,i,13%,-5%,2%,3%,19
COc1ccc(CNC(=O)CNS(=O)(=O)c2cccs2)cc1,6%,12%,3%,x,9%,-8%,-13%,1%,-8
CCOC(=O)c1ccc(-n2c(-c3ccc(C)cc3)c(C)n3c4c(=O)n(C)c(=O)n(C)c4nc23)cc1,x,x,x,i,20%,7%,-3%,x,x
O=C(NNS(=O)(=O)c1ccc(F)cc1)C1CCN(Cc2cccc(F)c2)CC1,-16%,1%,-17%,i,-1%,2%,-1%,-6%,-5
COc1cc2c(cc1OC)C(C1C(=O)CC(C)CC1=O)N(C(=O)CCl)CC2 (stereo not given),2%,-3%,4%,i,-5%,1%,2%,u,2
O=C(CSc1n[nH]c(-c2ccccc2Br)n1)NC(=O)NCc1ccco1,0%,-11%,1%,i,23%,4%,-12%,-4%,8
Cc1ccc(S(=O)(=O)Cc2ccc(C(=O)NCCCN3CCCC3=O)o2)cc1,5%,3%,-1%,i,-3%,-3%,10%,-1%,53
C[C@@H](NS(=O)(=O)c1ccc(Br)cc1F)[C@@H](O)c1ccccc1,4%,2%,-4%,i,-1%,-4%,1%,u,11
CCOC1=C2[C@@H](CN(S(=O)(=O)c3ccc(C)cc3)[C@H]2c2ccc(CC)cc2)[C@H]2C(=O)N(c3ccccc3)C(=O)[C@H]2C1,7%,10%,x,i,-21%,-3%,0%,x,0
Cc1ccc2oc3c(c(=O)c2c1)C(c1ccc(F)cc1)N(Cc1ccc2c(c1)OCO2)C3=O (stereo not given),x,x,x,i,13%,6%,16%,x,x
Cc1ccc(OCc2cc(C(=O)N(C)Cc3cnn(-c4ccccc4C)c3)no2)cn1,18µM*,21µM*,10%,i,18µM*,1%,u,1%,-9
COc1ccc(S(=O)(=O)Nc2ccc(F)c(F)c2)cc1C(=O)N1CCOCC1,8%,-1%,-1%,i,4%,-13%,1%,-7%,17
Cc1cccc(C)c1NC(=O)CNC(=O)c1ccncc1,10%,15%,-1%,i,18%,2%,u,-19%,6
Cc1cc(-c2nnc(SCCC(=O)Nc3ccccc3)o2)no1,0%,6%,-11%,i,-2%,-13%,u,-23%,i
Cn1c(-c2ccc(N)cc2)nc2ccccc21,2%,-2%,1%,i,4%&39%,13%,u,-8%,-4
CCOc1ccc(C(=O)NC(C(=O)N2CCC2)C(C)C)cc1 (stereo not given),-6%,-4%,11%,i,-17%,-16%,0%,65%,24
COc1ccc(S(=O)(=O)NCCSCc2ccc(Cl)cc2)cc1NC(C)=O,-1%,4%,5%,i,-7%,-3%,u,3%,-15
COc1ccc(NC(=O)Cn2cc(C(=O)C3CC3)c3ccccc32)cc1,-12%,-11%,0%,i,-2%&-2%,10%&-8%,30%&-4%,-1%,28
Cc1ccccc1-c1nc(CS(=O)(=O)CC(=O)NCCCN2CC(C)CC(C)C2)c(C)o1 (stereo not given),-27%,u,2%,i,0%,-8%,-3%,u,u
COc1ccc(NC(=O)CCCn2c(=O)c3sccc3n(Cc3cccc(C)c3)c2=O)cc1,1%,u,3%,i,-2%,4%,-25%,-4%,6
Cc1cc(C)n(-c2ccc(Cl)c(C(=O)OCC(=O)N3CCCCC3C)n2)n1 (stereo not given),11%,4%,0%,i,0%,5%,-11%,0%,20
COc1ccc(-n2ccc(=O)c(C(=O)Nc3ccc(S(=O)(=O)Nc4nccs4)cc3)n2)cc1,-1%,14%,5%,i,-18%,10%,-1%,u,1

Structures listed so far printed as active in IL-1B inflam inh.
SMILES	SW480 rerep	IL-1B inflam inh
CC(=O)N1c2ccc(C)cc2C(c2ccccc2)CC1C (stereo not given)	10%	-55*

Compound profiles, as listed above. Order of values: HT1080NT lethal, HT1080 IDH1KD tx, MCF10A rereplic, ATXN viability, KB-3-1 cytotox, ATXN2 expr inh, KB-V1 MDR tox, SW480 rerep, IL-1B inflam inh
Shown for `Cc1cc(C)n(-c2ccc(Cl)c(C(=O)OCC(=O)N3CCCCC3C)n2)n1` (stereo not given) = 11%, 4%, 0%, i, 0%, 5%, -11%, 0%, 20
Shown for `COc1ccc(-n2ccc(=O)c(C(=O)Nc3ccc(S(=O)(=O)Nc4nccs4)cc3)n2)cc1` = -1%, 14%, 5%, i, -18%, 10%, -1%, u, 1
Shown for `Cc1ccccc1-c1nc(CS(=O)(=O)CC(=O)NCCCN2CC(C)CC(C)C2)c(C)o1` (stereo not given) = -27%, u, 2%, i, 0%, -8%, -3%, u, u
Shown for `COc1ccc(NC(=O)CCCn2c(=O)c3sccc3n(Cc3cccc(C)c3)c2=O)cc1` = 1%, u, 3%, i, -2%, 4%, -25%, -4%, 6

Source: PubChem BioAssay (National Center for Advancing Translational Sciences (NCATS))
